STK33 kinase inh = human STK33 kinase inhibition; Q9BYT3; purified STK33, MBP phosphorylation, ADP-Glo luminescence; inhibition, % at 10 µM; 0.073% of 320,000 active; AID 2661;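 active means inhibition at or above 25%, using the most active replicate where run in duplicate; inactive means inhibition below 25%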
Target sequence (Q9BYT3 whole entry, looked up): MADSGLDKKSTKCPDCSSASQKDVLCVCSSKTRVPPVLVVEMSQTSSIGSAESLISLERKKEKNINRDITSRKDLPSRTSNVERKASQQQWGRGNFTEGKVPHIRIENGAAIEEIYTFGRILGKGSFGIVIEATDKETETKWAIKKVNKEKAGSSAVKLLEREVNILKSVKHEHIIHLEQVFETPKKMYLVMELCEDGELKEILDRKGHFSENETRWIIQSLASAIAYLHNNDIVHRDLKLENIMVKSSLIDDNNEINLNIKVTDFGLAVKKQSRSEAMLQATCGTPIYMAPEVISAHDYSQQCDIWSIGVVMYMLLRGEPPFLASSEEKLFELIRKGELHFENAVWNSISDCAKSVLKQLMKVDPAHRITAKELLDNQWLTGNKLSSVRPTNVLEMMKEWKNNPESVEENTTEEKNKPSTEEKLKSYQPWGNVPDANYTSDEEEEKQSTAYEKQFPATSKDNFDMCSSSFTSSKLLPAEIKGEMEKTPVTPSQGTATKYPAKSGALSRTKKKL
OX1R antag = OX1R (human) antagonism | O43613 | OX1R-expressing cells, FRET antagonist read-out | inhibition, % at 6.6 µM | 1.8% of 330,000 active | AID 485270; in the data active means inhibition mostly above about 38%, no sharp cut-off; inactive means mostly below about 40%;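 further: 0% = agonist challenge alone and 100% = reference antagonist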
Target sequence (O43613 whole entry, looked up): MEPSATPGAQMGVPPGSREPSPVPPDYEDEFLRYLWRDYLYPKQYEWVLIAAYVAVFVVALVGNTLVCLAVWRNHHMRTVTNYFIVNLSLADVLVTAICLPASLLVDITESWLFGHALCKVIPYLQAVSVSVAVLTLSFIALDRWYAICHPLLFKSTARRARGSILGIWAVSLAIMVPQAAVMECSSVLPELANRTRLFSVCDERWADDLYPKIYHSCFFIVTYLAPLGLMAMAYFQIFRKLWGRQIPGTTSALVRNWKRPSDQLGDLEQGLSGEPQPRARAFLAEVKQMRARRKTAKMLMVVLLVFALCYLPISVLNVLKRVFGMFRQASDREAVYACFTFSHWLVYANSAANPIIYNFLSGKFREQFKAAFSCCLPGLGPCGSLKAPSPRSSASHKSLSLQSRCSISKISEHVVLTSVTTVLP
* = called active by the depositor; · = no result given.

The first 5 records, ahead of the listing:
cpd	mol	STK33 kinase inh	OX1R antag
1	Cc1c(N=C(N)/N=C(\N)Nc2ccccc2)c(=O)n(-c2ccccc2)n1C	0.0	5.6
2	CC1=CC(C)(C)NC(=S)N1c1ccc(C)c(C)c1	-2.3	4.1
3	Cn1cccc1C(=O)NC(=O)COC(=O)CC12CC3CC(CC(Br)(C3)C1)C2	0.1	16.2
4	COC(=O)C(C)Oc1ccc(Oc2nc(Cl)ccc2Cl)cc1 (stereo not drawn)	-2.1	7.8
5	Cc1c(NC(=O)c2nn(C)c(=O)c3ccccc23)c(=O)n(-c2ccccc2)n1C	0.6	9.9

The list itself, repeating the preview:
cpd	mol	STK33 kinase inh	OX1R antag
1	Cc1c(N=C(N)/N=C(\N)Nc2ccccc2)c(=O)n(-c2ccccc2)n1C	0.0	5.6
2	CC1=CC(C)(C)NC(=S)N1c1ccc(C)c(C)c1	-2.3	4.1
3	Cn1cccc1C(=O)NC(=O)COC(=O)CC12CC3CC(CC(Br)(C3)C1)C2	0.1	16.2
4	COC(=O)C(C)Oc1ccc(Oc2nc(Cl)ccc2Cl)cc1 (stereo not drawn)	-2.1	7.8
5	Cc1c(NC(=O)c2nn(C)c(=O)c3ccccc23)c(=O)n(-c2ccccc2)n1C	0.6	9.9
6	COc1ccc(C(=O)Oc2ccc(/C=N/NC(=O)c3ccccc3OC)cc2[N+](=O)[O-])cc1	·	15.6
7	COc1ccc(CCNc2ncnc3c2oc2ccccc23)cc1OC	2.3	77.9*
8	COc1ccc(-c2c(-c3ccccc3)n(C)c3ccccc23)cc1	1.4	0.9
9	COCC1CCCN(Cc2nc(C(c3ccccc3)c3ccccc3)no2)C1 (stereo not drawn)	-1.0	11.9
10	Cc1c(/C=N/NC(=O)c2cccnc2)c2ccccn2c1C(=O)c1ccc(F)cc1	1.0	-3.2
11	Cc1c(Cl)cccc1NC(=S)NCCc1ccc(Cl)cc1	-1.8	14.7
12	CN(Cc1ccccc1)C(=O)CC(c1ccccc1)c1cc(Cl)ccc1O (stereo not drawn)	2.5	1.6
13	CCOC1(c2ccccc2)OC(=O)c2ccccc21 (stereo not drawn)	-2.4	10.0
14	COc1ccccc1-n1c(CNC(=O)c2ccco2)nnc1SCC(=O)Nc1nccs1	0.7	-2.2
15	O=C(NCc1cccc(C(F)(F)F)c1)N1CCN(C(=O)c2ccccc2)CC1	-1.6	3.8
16	CC(=O)c1c(C)nn(CC(=O)NC2CCCN(Cc3ccc(CC(C)C)cc3)C2)c1C (stereo not drawn)	1.0	4.9
17	COc1ccc(NC(=O)C2CCCCN2S(=O)(=O)c2ccc(F)cc2)cc1 (stereo not drawn)	1.9	87.2*
18	Cc1ccc(-c2ccccc2[C@@H]2C[C@H]3CN(C)C(=O)[C@]34CCCN24)o1	1.4	19.1
19	NS(=O)(=O)c1ccc(N=Nc2c(-c3ccccc3)[nH]n(-c3nc(-c4ccccc4)cs3)c2=O)cc1	-1.0	12.6
20	COc1ccc(C2c3ccc4ccccc4c3Oc3ncn(CCN(C)C)c(=N)c32)cc1 (stereo not drawn)	0.1	1.5
21	O=C(O)c1cccc(Nc2ccc([N+](=O)[O-])c3nonc23)c1	1.5	34.0*
22	Oc1cccc(CN2CCCCC2)c1	-0.1	7.9
23	O=C(COC(=O)c1ccc(O)cc1O)NC(=O)NCc1ccccc1	·	5.4
24	Cc1ccc(C(=S)N2CCN(Cc3ccccc3)CC2)s1	-1.8	23.6
25	COC(=O)Cc1coc2cc(OC)ccc12	-1.6	3.5
26	On1c(-c2ccccc2Cl)nc2ccccc21	-0.2	22.8
27	CCNc1nc(NCC)n2c(SCC(=O)Nc3ccc(F)cc3[N+](=O)[O-])nnc2n1	-0.4	41.0
28	Cc1ccccc1Nc1c(-c2ccncc2)nc2ccc(Br)cn12	1.0	19.1
29	CCN1CCN(c2ccc(S(=O)(=O)N3CCCCC3)cc2NC(=O)c2sccc2C)CC1	-2.2	5.1
30	O=S(=O)(Cc1cc(Sc2ccc(Cl)cc2)nc(-c2ccccc2)n1)c1ccccc1	-0.8	8.7
31	O=C(c1ccco1)N1CCN(C(=O)c2cc(-c3ccccn3)nc3ccc(Cl)cc23)CC1	0.9	19.6
32	CN(C)S(=O)(=O)c1ccc(N2CCCC2)c(C(=O)Nc2nc(-c3ccc(F)c(F)c3)cs2)c1	-1.9	18.7
33	O=C(NCc1cccnc1)c1ccc(COc2ccc(Cl)cc2Cl)o1	-0.5	16.4
34	N#C/C(=N\Nc1cccc(F)c1)C(=O)C1CC1	-0.3	16.4
35	CC1CCCCN1Cc1nc2c(c(=O)n(C)c(=O)n2C)n1Cc1c(F)cccc1Cl (stereo not drawn)	5.7	0.3
36	CC(C)N(C)CCOC(=O)c1ccc2c(c1)OCCO2	-0.5	12.6
37	CC(C)(C)c1ccc(OCC(=O)NCCN2CCOCC2)cc1	-0.2	11.9
38	Cc1ccc(C(=O)N(CC(=O)NC2CCCC2)c2ccc3c(c2)OCCO3)s1	-1.0	6.3
39	O=C(O)CN1C(=O)CSC1=S	-0.8	·
40	Cc1ccccc1NC(=O)CSc1nnc(Cc2ccccc2)o1	-0.6	12.7
41	C/C(=N\NC(=O)c1cc(-c2cccnc2)nc2ccccc12)c1ccccc1O	1.0	14.1
42	O=C(CCl)Nc1cn(-c2ccccc2)nc1-c1ccc(F)cc1	-2.2	23.7
43	Cc1ccc(OCC(O)Cn2c(N)nc3c2c(=O)n(C)c(=O)n3C)cc1 (stereo not drawn)	-1.1	15.1
44	O=C(Nc1cnccn1)c1ccncc1	1.4	4.3
45	COc1ccc(S(=O)(=O)NCC(c2ccc3c(c2)OCO3)N2CCOCC2)cc1C (stereo not drawn)	-0.5	7.6
46	CC(C)(C)NC(=O)c1ccc(NC(=O)C2COc3ccccc3O2)cc1 (stereo not drawn)	-0.7	13.2
47	O=C(c1ccc(N2CCCC2=O)cc1)N1CCN(c2ccccc2F)CC1	-0.2	3.6
48	CCOc1cc(/C=N/NC(N)=O)cc(Br)c1OCc1ccccc1	-0.3	20.6
49	CC(C)c1ccc(C2C3=C(COC3=O)Nc3cc4c(cc32)OCO4)cc1 (stereo not drawn)	-1.0	-0.1
50	CCc1cc(C(=O)Nc2ncccc2O)sc1C	1.1	24.1

Next compounds follow:
cpd	mol	STK33 kinase inh	OX1R antag
51	Cc1ccccc1NC(=O)CN1C(=O)S/C(=C\c2ccc(-c3cccc(C(=O)O)c3C)o2)C1=O	-6.4	9.7
52	COc1ccc2cnn(CCOc3ccccc3)c(=O)c2c1OC	-2.0	15.7
53	Cc1cc(F)ccc1S(=O)(=O)N1CCCOC1CNC(=O)C(=O)NC1CCCC1 (stereo not drawn)	-0.1	14.3
54	Cc1ccc(/C=C2\SC(=S)N(CCCC(=O)Nc3nccs3)C2=O)cc1	0.3	10.7
55	Cc1ccc(CS(=O)(=O)CC(C)(O)c2ccc(Cl)cc2)cc1 (stereo not drawn)	0.5	-4.3
56	CCCCN(CC)C(=O)c1ccc2c(c1)OCO2	-1.5	-5.5
57	C/C(=N\Nc1nc2ccccc2[nH]1)c1ccc(C)o1	4.1	22.3
58	CCOCCCNC(=O)/C=C1\Sc2ccccc2N(Cc2ccccc2F)C1=O	0.0	44.0*
59	O=C(CCNC(=O)c1ccc(Cl)cc1)Nc1cccc(S(=O)(=O)N2CCCCC2)c1	-0.3	-0.4
60	Cc1nn(C(C)C(=O)Nc2sc3c(c2C#N)CCCC3)c(C)c1[N+](=O)[O-] (stereo not drawn)	0.6	12.2
61	O=C(O)c1ccccc1Nc1ccccc1	-1.7	18.1
62	FC(F)(F)c1ccccc1-n1c(CN2CCCCC2)n[nH]c1=S	-0.9	16.0
63	COc1cc(-c2nnc(COC(=O)C3c4ccccc4Oc4ccccc43)o2)cc(OC)c1OC	-0.5	42.8*
64	COC(=O)c1cc(N2CCNCC2)nc2ccccc12	-0.7	8.5
65	Cc1cccc(-n2c(C)cc(C=C(C#N)C#N)c2C)c1	0.0	13.1
66	O=C(NCC(c1ccco1)N1CCCC1)c1cc(S(=O)(=O)N2CCOCC2)ccc1Cl (stereo not drawn)	-0.6	4.3
67	CCn1c(CN2C(=O)CSc3ccccc32)n[nH]c1=S	-0.2	22.2
68	COc1ccccc1-n1c(SCC(N)=O)nnc1-c1ccccc1	-1.7	7.9
69	CCCCn1c(N)c(N(CCOC)C(=O)C2CCN(S(=O)(=O)c3ccc(C)cc3C)CC2)c(=O)[nH]c1=O	-1.1	5.6
70	O=C(/C=C\Nc1cccc(F)c1)c1cccs1	0.5	37.8
71	O=C(CSc1nccn1-c1ccc(F)cc1)NCc1ccc(F)cc1	0.1	30.5
72	c1ccc2c(-c3nc(C4CCCCC4)no3)cc(-c3ccncc3)nc2c1	-0.1	8.6
73	COc1ccc(-c2csc(N3CCN(C(=O)c4ccccc4)CC3)n2)cc1	0.6	3.9
74	CCC(=O)NCCn1c(C)cc2ccccc21	0.0	-3.6
75	COc1ccc(Sc2nnc(Cc3ccccc3)c3ccccc23)cc1	-2.9	19.8
76	Cc1ccc(S(=O)(=O)NCC2(c3ccccc3)CCN(C)CC2)cc1	-8.3	·
77	COc1cccc(NC(=O)Cc2nc(-c3ccccc3)sc2-c2ccc(C)cc2)c1	-1.3	20.6
78	Cn1c(=O)c2sccc2n2c(CCCC(=O)NCc3cccnc3)nnc12	0.3	14.4
79	COc1cnc(SCc2ccc(Cl)cc2Cl)nc1Cl	0.0	12.2
80	COc1ccc(CNC(=O)CSc2nc3ccc(OC)cc3[nH]2)cc1	0.2	28.0
81	COc1ccc(OCC(=O)NC(=S)Nc2ccccc2F)cc1	-1.5	11.7
82	Cc1ccc(Cl)cc1N1CCN(C(=O)c2ccc(NC3=NC4CS(=O)(=O)CC4S3)cc2)CC1 (stereo not drawn)	-1.8	-0.8
83	NC(=O)C1CCCN(S(=O)(=O)c2ccccc2)C1 (stereo not drawn)	-1.1	6.3
84	CCCCNC(=O)CCNS(=O)(=O)c1ccc(C)cc1	-7.6	3.8
85	COC(=O)c1ccc(Nc2cc(C)nc3nc(C)nn23)cc1	0.1	16.7
86	Cc1cccc(C)c1N(CC(O)Cn1c2ccccc2c2ccccc21)S(C)(=O)=O (stereo not drawn)	1.1	31.7
87	CCCCC(=O)Nc1ccccc1Oc1ccccc1	·	19.0
88	Cc1cc(C)c2nc(NNC(=O)c3cc(=O)c4ccccc4o3)sc2c1	-1.9	15.8
89	COc1ccc(OC)c(N(CC(=O)NC2CCCC2)S(=O)(=O)c2ccc(OC)c(OC)c2)c1	-0.6	52.7
90	CC(=O)NCc1ccc(S(=O)(=O)N/N=C/c2ccccc2)cc1	-2.3	9.9
91	Cc1ccc(S(=O)(=O)N2C[C@@H]3[C@H]4CC[C@H](C4)[C@@H]3[C@@H](C)[C@H]2c2ccco2)cc1	·	28.2
92	N#CC1=C(N)OC2=C(C(=O)CCC2)C1c1cc2c(cc1Cl)OCO2 (stereo not drawn)	0.3	13.7
93	NS(=O)(=O)c1ccc(CCNC(=O)COc2ccc3c4c(c(=O)oc3c2)CCC4)cc1	-0.8	12.4
94	COc1ccccc1N1CCN(C(=O)CSc2nnc(C)n2C2CC2)CC1	-1.3	4.5
95	O=C1CC(c2cccc(Cl)c2)Cc2nc(N3CCN(c4ccccc4)CC3)ncc21 (stereo not drawn)	-1.0	14.7
96	Cc1ccc2nc(-c3ccc(N)cc3)sc2c1	-0.1	6.2
97	CC(C)NC(=O)c1cccc(Br)c1	-1.3	8.9
98	Cc1cccc(N2C(=O)C(O)=C(C(=O)c3cccs3)C2c2ccccc2)n1 (stereo not drawn)	-1.9	8.8
99	COc1ccccc1-n1nnnc1SCc1ccccc1	-0.2	20.6
100	CCOCCCNC(=O)C(c1ccc(Cl)cc1)N(Cc1cccs1)C(=O)CNC(C)=O (stereo not drawn)	0.3	15.1

Further compounds:
cpd	mol	STK33 kinase inh	OX1R antag
101	COc1cccc(C=Nc2cccnc2)c1O	0.0	6.3
102	O=C(Nc1ccc2c(c1)OCCO2)C1CC(O)CN1C(=O)Nc1ccccc1 (stereo not drawn)	-1.6	2.7
103	COc1ccc(-c2cc(C(F)F)n3ncc(C(=O)Nc4c(C)n(C)n(-c5ccccc5)c4=O)c3n2)cc1	-0.3	17.5
104	Cc1ccc(S(=O)(=O)NC(=O)c2ccc(F)cc2)c(C)c1	-1.8	27.0
105	O=C(CCCOc1ccc(Cl)cc1Cl)N/N=C/c1ccc(Cl)cc1	0.5	14.9
106	CCOc1ccc(C2C(C#N)=C(N)SC(N)=C2C#N)c(OCC)c1	1.0	32.3
107	CCCNc1c(NS(=O)(=O)c2ccc(OC)c(OC)c2)c(=O)oc2ccccc12	·	20.1
108	Cc1ccc2c(c1)N(CC(=O)N1CCCC1)C(=O)CO2	0.8	3.5
109	CC(=O)N1CCN(c2ccc(NS(=O)(=O)c3ccc(C)cc3)cc2)CC1	0.0	40.9
110	COc1ccc(N2C(=NC(=O)CC3CCCCC3)SC3CS(=O)(=O)CC32)cc1 (stereo not drawn)	1.6	12.8
111	CC[C@H]1C(O)C[C@H]2CCN3C(=O)CCC[C@H]1[C@H]23 (stereo partly drawn)	·	-0.5
112	COc1ccc(-n2nc([N+](=O)[O-])c(=NC3CCN(Cc4ccccc4)CC3)n2O)cc1	·	78.6*
113	CCOc1ccc(-c2cc(CCCC(=O)NCCc3ccc(OC)c(OC)c3OC)no2)cc1	0.9	18.0
114	O=C(CCl)NC1CCCc2ccccc21 (stereo not drawn)	-0.7	10.8
115	CC(C)(Cc1cccc(CC(C)(C)C(=O)O)c1)C(=O)O	0.4	26.4
116	COC(=O)c1cc(S(=O)(=O)NCC2CCN(Cc3ccc(F)cc3)CC2)cn1C	-0.9	13.8
117	O=C(c1cccc(NS(=O)(=O)c2ccc(Br)cc2)c1)N1CCCCC1	-1.4	9.5
118	CN(CCC#N)C(=O)COC(=O)/C=C/c1ccc2c(c1)OCO2	-1.4	17.8
119	COCCn1c(=O)sc2ccccc2c1=O	-0.3	28.9
120	Cc1ccc(S(=O)(=O)NCCN=C(CN2CCCC2)NS(=O)(=O)c2ccc(C)cc2)cc1	0.4	7.4
121	CC(=O)Nc1ccc(S(=O)(=O)NCCC(=O)NNC(=O)c2ccccc2O)cc1	-1.2	7.8

Bioassay records from PubChem BioAssay.

This is a random part of the collection; about 1.8% have a hit in one of these screens.
